EPAC1 antagonist – blocks human EPAC1 exchange factor; 360,000 tested, 0.14% active; Potency, µM (titrated, usually from 115 µM), without a hit: at the highest dose activity change, negative = inhibition, actives largely listed as inhibitors; AID 720709; O95398; EPAC1 GEF assay, Rap1b-BODIPY-GDP exchange fluorescence;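 further: potency means the concentration at half of the fitted maximal effect; plate controls were vehicle for no effect and positive control for full effect; nearly all actives have a fitted effect of over 50% in size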
Target sequence (O95398 whole entry, looked up): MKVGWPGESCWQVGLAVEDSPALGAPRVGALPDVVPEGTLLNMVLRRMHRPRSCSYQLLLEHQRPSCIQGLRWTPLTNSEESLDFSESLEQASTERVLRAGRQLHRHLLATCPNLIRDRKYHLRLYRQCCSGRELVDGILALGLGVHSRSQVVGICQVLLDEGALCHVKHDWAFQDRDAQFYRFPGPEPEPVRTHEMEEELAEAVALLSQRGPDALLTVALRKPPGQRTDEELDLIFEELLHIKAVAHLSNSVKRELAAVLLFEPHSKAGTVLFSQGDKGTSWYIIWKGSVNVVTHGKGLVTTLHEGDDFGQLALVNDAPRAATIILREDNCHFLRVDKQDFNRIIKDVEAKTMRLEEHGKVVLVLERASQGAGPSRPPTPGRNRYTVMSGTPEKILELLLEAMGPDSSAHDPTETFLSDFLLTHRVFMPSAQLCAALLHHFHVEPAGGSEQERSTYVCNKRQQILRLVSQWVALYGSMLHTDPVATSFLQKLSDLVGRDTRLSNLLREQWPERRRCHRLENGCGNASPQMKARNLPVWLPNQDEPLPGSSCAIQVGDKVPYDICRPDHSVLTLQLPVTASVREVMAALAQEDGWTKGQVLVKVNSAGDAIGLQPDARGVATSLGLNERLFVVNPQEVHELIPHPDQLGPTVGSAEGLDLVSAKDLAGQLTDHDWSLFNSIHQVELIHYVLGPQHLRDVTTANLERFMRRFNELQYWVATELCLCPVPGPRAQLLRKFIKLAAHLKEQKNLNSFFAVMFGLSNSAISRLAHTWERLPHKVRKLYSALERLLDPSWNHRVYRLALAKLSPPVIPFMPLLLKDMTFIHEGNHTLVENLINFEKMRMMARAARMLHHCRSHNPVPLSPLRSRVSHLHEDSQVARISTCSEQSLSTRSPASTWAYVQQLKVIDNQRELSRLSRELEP
Abeta yeast res – restores growth of yeast expressing A-beta42 peptide; yeast expressing A-beta42, growth rescue, OD600, 48 h; response scale: 0% DMSO, 100% iron-clioquinol control; Potency, µM (top dose mostly 46.1 µM), for the others: at the highest dose growth rescue, usual class: activators; 410,000 tested, 0.063% active; further: potency means the concentration at half of the fitted maximal effect; nearly all actives have a fitted effect of over 55% in size
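Yeast A-beta toxicity model in growth medium with pinned compounds, 48 h at 30 C; growth read as absorbance at 600 nm. Normalized to FeCl3/clioquinol equimolar mix (positive) and DMSO (negative).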
FUS yeast rescue – suppressors of FUS proteinopathy in yeast; AID 1347120; Potency, µM (titrated, usually from 76.6 µM), for inactives: top-dose growth rescue (activation), usual class: activators; S. cerevisiae FUS-expressing, growth rescue, OD600, 24 h; 390,000 tested, 0.24% active;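 further: potency means the concentration at half of the fitted maximal effect; plate controls were DMSO vehicle for no effect and reference control for full effect; nearly all actives have a fitted effect of over 55% in size; some results filed as inactive show a strong effect at the top dose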
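Yeast FUS proteinopathy model; galactose-induced FUS (2%), starting OD 0.005. Cpds in dilution series, 24hr, 30C, 99% humidity. Abs 600 nm growth. Pos ctrl CP55940 (top 92uM final); neg ctrl DMSO.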
aSyn rescue – inhibitors of alpha-synuclein toxicity in yeast; Yeast expressing alpha-synuclein, growth rescue, BacTiter-Glo, 24 h; Potency, µM (series often up to 46.1 µM), for inactives: at the highest dose growth rescue (activation), actives largely listed as activators; 370,000 tested, 0.14% active; AID 652106; further: potency means the concentration at half of the fitted maximal effect; % of control where 0% means no effect; nearly all actives have a fitted effect of over 65% in size
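Rescue of yeast growth: cells expressing toxic alpha-synuclein, induced in galactose at OD600 0.02, incubated with compound 24 h at 30 C. ATP luminescence quantified growth; inhibitors of toxicity appear as activators.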
WRN inhibitor – blocks human WRN helicase. Potency, µM (doses to about 114 µM), without a hit: at the highest dose activity change, negative = inhibition, actives largely listed as inhibitors. AID 651768. WRN helicase unwinding, fluorescent forked duplex, kinetic. Q14191. 360,000 tested, 0.46% active; further: potency means the concentration at half of the fitted maximal effect; on the % scale 0 is the no-effect control and ±100 the full control effect; nearly all actives have a fitted effect of over 55% in size
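Enzyme (20 nM final) and test compound sit together 15 min at room temperature before substrate addition. Substrate is a single-forked duplex oligonucleotide (100 nM) labelled with fluorophore and quencher, with 2 mM ATP; helicase unwinding raises red fluorescence, read kinetically.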
PI5P4Ka inh – PI5P4K alpha (human) kinase inhibition | P48426 | PI5P4Kalpha enzyme, ADP-Glo luminescence, 60 min; active compounds read low | max response, % | 330,000 tested, 1.2% active; active means max response of -50% or lower; inconclusive means between -30% and -50%; inactive means -30% or higher; further: value at the top dose of about 77 µM; on the % scale 0 is the no-effect control and ±100 the full control effect
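Luminescence from ADP-Glo served as readout of PI5P4Kalpha activity in a qHTS format. Reaction: enzyme, substrate, compound, ATP at 5 microM final, 60 min at RT.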
PLK1 PBD block – blocks phosphopeptide binding to human PLK1 polo-box domain. Plk1 PBD binding of FITC phosphopeptide, fluorescence polarization. Potency, µM, for inactives: max response, negative = inhibition, actives largely listed as inhibitors. 360,000 tested, 2.8% active. AID 720504; further: potency means the concentration at half of the fitted maximal effect; series mostly up to about 57 µM; on the % scale 0 is the no-effect control and ±100 the full control effect; nearly all actives have a fitted effect of over 65% in size
EPAC1 ag – activates human EPAC1 exchange factor | O95398 | EPAC1 agonist qHTS, biochemical assay; response scale: 100% = response to 6.5 mM cAMP | Potency, µM (series often up to 154 µM), without a hit: at the top dose activation, actives largely listed as activators | 360,000 tested, 0.073% active | AID 720707; further: potency means the concentration at half of the fitted maximal effect; nearly all actives have a fitted effect of over 60% in size
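Multi-concentration qHTS readout: loss of Rap1B-bound BODIPY-GDP fluorescence driven by 100 nM EPAC1 with excess GDP (50 uM), monitored kinetically at room temperature; agonist response expressed relative to 6.5 mM cAMP.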
IL2 activator – activates IL-2 in a cell-based reporter assay. activation, % (series mostly up to about 46 µM). IL-2 activation reporter assay, cell-based qHTS; stimulated with anti-CD3/CD4/CD28 beads; in transgenic mouse T cells. 360,000 tested, 0.065% active; in the data active means activation above about 50%; inconclusive means mostly about 30% to 49%; further: 0% is about no effect
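Readout: EGFP and DsRed signals by fluorescent plate cytometry. Unstimulated transgenic mouse T cells received compound 60 min before antibody-bead stimulation, then incubated 18 h at 37 degrees C.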
* hit, by the source's call; u = inconclusive; x = not tested or not shown; [ ] = dose if it differs, or a comment. Unless noted, the call rests on the fitted dose curve; in most records, active means well fitted curve in the direction sought with a large enough effect; inconclusive means small, poorly fitted or top-dose-only effect, or another doubt; inactive means no such curve, though single readings can be large; an effect the other way counts as inactive or inconclusive.

# | compound | EPAC1 antagonist | Abeta yeast res | FUS yeast rescue | aSyn rescue | WRN inhibitor
1 | CCNC(=O)CC1C(=O)N(c2cccc(OC)c2)C(=O)N1CCOC (stereo not drawn) | -4% | 0% | -20% | -12% | -7%
2 | CSC1=N/C(=C\c2cccc(Cl)c2)C(=O)N1N(C)C | -4% | 4% | 4% | 7% | -6%
3 | COc1cccc(-c2cc(C(=O)N3CCN(S(=O)(=O)c4ccc(Br)cc4)CC3)[nH]n2)c1 | -25% | 7% | -3% | -5% | -5%
4 | CCCC(=O)N=c1sc2c(OC)ccc(OC)c2n1C | -7% | 1% | -37% | 0% | -1%
5 | O=C(c1ccc(F)cc1F)N1CCCC(c2nc(-c3ccc(F)cc3)no2)C1 (stereo not drawn) | -2% | 0% | 25% | 10% | 0%
6 | COc1cc(OC)nc(Oc2ccccc2/C=N/O)n1 | 0% | 20% | 1% | 3% | -8%
7 | O=C(NCCCNc1ccc(C(F)(F)F)cc1[N+](=O)[O-])c1cc(F)c(F)cc1Cl | -2% | u | -2% | -7% | -6%
8 | O=C(CSCC(=O)Nc1ccc2ccccc2c1)NCc1ccccc1 | -13% | 12% | 3% | -4% | -2%
9 | COc1ccc(CCNC(=O)CCS(=O)(=O)c2ccc3c(c2)NC(=O)C(C)S3)cc1OC (stereo not drawn) | 14% | -9% | 17% | 7% | -1%
10 | CC(C)(C)c1nc(NCC2CCCO2)c2nnn(Cc3ccccc3)c2n1 (stereo not drawn) | -16% | 23% | 17% | 11% | 3%

# | PI5P4Ka inh | PLK1 PBD block | EPAC1 ag | IL2 activator
1 | 3 | 0% | -9% | 0.4
2 | 13 | 1% | 15% | -0.1
3 | 1 | -2% | 12% | -0.3
4 | 2 | -6% | 2% | -1.0
5 | 5 | -11% | 2% | -2.9
6 | 4 | 0% | 5% | 2.8
7 | 8 | 0% | 5% | 0.9
8 | 4 | -5% | -4% | 1.0
9 | 0 | -3% | -7% | -0.9
10 | x | -3% | -15% | 0.8

Reprinted: entries 1–6
# | compound | EPAC1 antagonist | Abeta yeast res | FUS yeast rescue | aSyn rescue | WRN inhibitor
1 | CCNC(=O)CC1C(=O)N(c2cccc(OC)c2)C(=O)N1CCOC (stereo not drawn) | -4% | 0% | -20% | -12% | -7%
2 | CSC1=N/C(=C\c2cccc(Cl)c2)C(=O)N1N(C)C | -4% | 4% | 4% | 7% | -6%
3 | COc1cccc(-c2cc(C(=O)N3CCN(S(=O)(=O)c4ccc(Br)cc4)CC3)[nH]n2)c1 | -25% | 7% | -3% | -5% | -5%
4 | CCCC(=O)N=c1sc2c(OC)ccc(OC)c2n1C | -7% | 1% | -37% | 0% | -1%
5 | O=C(c1ccc(F)cc1F)N1CCCC(c2nc(-c3ccc(F)cc3)no2)C1 (stereo not drawn) | -2% | 0% | 25% | 10% | 0%
6 | COc1cc(OC)nc(Oc2ccccc2/C=N/O)n1 | 0% | 20% | 1% | 3% | -8%

# | PI5P4Ka inh | PLK1 PBD block | EPAC1 ag | IL2 activator
1 | 3 | 0% | -9% | 0.4
2 | 13 | 1% | 15% | -0.1
3 | 1 | -2% | 12% | -0.3
4 | 2 | -6% | 2% | -1.0
5 | 5 | -11% | 2% | -2.9
6 | 4 | 0% | 5% | 2.8

Next structures.
# | compound | EPAC1 antagonist | Abeta yeast res | FUS yeast rescue | aSyn rescue | WRN inhibitor
11 | CCNc1nc(NC(C)C)nc(OCC)n1 | -13% | 13% | -18% | -4% | -10%
12 | C[C@H](NC(=O)c1ccccc1Cl)C(=O)OCC(=O)NNC(=O)c1cccs1 | 5% | 4% | 12% | 1% | -3%
13 | COC(=O)[C@]12CCCCC=C1N(Cc1ccc(Cl)cc1Cl)C(=O)[C@H](CC(=O)NCCC(C)C)C2 | u | 10% | u | 0% | -6%
14 | O=C1C(Cl)=C(N2CCN(Cc3ccccc3)CC2)C(=O)N1c1ccccc1 | 15% | -16% | 9% | -8% | -1%
15 | O=C(NCCCN1CCOCC1)c1cc(S(=O)(=O)N2CCOCC2)ccc1Cl | 1% | -15% | x | -2% | 2%
16 | COc1ccc(C(=O)NCCS(=O)(=O)NCC2CCCO2)cc1 (stereo not drawn) | -25% | -11% | 4% | -2% | 7%
17 | COCc1[nH][nH]c(=O)c1C=Nc1ccc(F)cc1F | 0% | -5% | 19% | -9% | -17%
18 | CC(=O)CC1OC(=O)C(Br)=C1NCc1ccccc1 (stereo not drawn) | 7% | -6% | 11% | 19% | -17%[57.1 µM]
19 | O=C(Nc1ccc2c(c1)OC1(CCCC1)O2)C1CC1 | 1% | -22% | -1% | -49%[inhibitor] | -7%
20 | COCCCNC(=O)CSc1nc2ccccc2c(=O)n1CCC(=O)NCCc1ccc(OC)c(OC)c1 | -13% | -3% | 10% | -1% | -6%

# | PI5P4Ka inh | PLK1 PBD block | EPAC1 ag | IL2 activator
11 | 6 | -11% | -4% | -0.1
12 | -18 | -7% | 4% | -2.6
13 | 2 | -9% | -7% | -1.1
14 | 12 | -12% | 13% | 3.7
15 | 5 | -6% | 3% | -4.1
16 | -4 | -12% | 11% | -2.2
17 | 3 | 0% | -6% | 0.7
18 | x | 27µM* | 2% | -4.2
19 | x | 27µM* | 5% | -1.0
20 | -1 | 2% | -3% | -0.4

More entries follow:
# | compound | EPAC1 antagonist | Abeta yeast res | FUS yeast rescue | aSyn rescue | WRN inhibitor
21 | Cn1nnnc1SCC(=O)Nc1cc(C(=O)O)cc(C(=O)O)c1 | 16% | -5% | 13% | 2% | -2%
22 | Cc1cc(S(=O)(=O)N2CCCC2)ccc1OCC(=O)NCc1ccco1 | -3% | 13% | -3% | 1% | -11%
23 | CCOc1cc(NCc2ccccc2)c2ncn(C(C)C)c2c1 | -25% | -23% | 7% | -33%[inhibitor] | -7%
24 | Cc1ccc(S(=O)(=O)NCC(=O)OCC(=O)NCc2ccco2)cc1 | -20% | 10% | -1% | -1% | -35%
25 | COC(=O)c1cc(S(=O)(=O)NCC2CCN(Cc3cc(C)ccc3C)CC2)cn1C | -1% | -11% | 0% | -1% | 5%
26 | CNC[C@@H]1OCc2ccccc2-c2c(n(C)c3ccccc23)C(=O)N([C@H](C)CO)C[C@H]1C | -10% | 9% | 39% | -8% | -11%
27 | CC1(C(=O)O)CCC(C(=O)N2CCCCC2)C1(C)C (stereo not drawn) | 13% | 17% | 2% | 14% | -2%

# | PI5P4Ka inh | PLK1 PBD block | EPAC1 ag | IL2 activator
21 | x | -4% | 4% | 9.5
22 | x | -10% | 7% | 1.6
23 | -12 | 1% | -12% | -0.5
24 | -6 | -22% | 2% | 0.6
25 | -8 | 1% | -16% | 1.2
26 | 8 | -6% | 5% | 4.7
27 | 1 | -17% | -1% | -0.5

Assay outcomes deposited in PubChem by National Center for Advancing Translational Sciences (NCATS).
